High-throughput results from PubChem BioAssay.
5HT1E antag – antagonists of human 5-HT1E serotonin receptor; CHO 5-HT1E Ga15 NFAT-bla reporter, FRET, antagonist; inhibition, % at 6 µM; 0.99% of 65,000 active; P28566;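 active = inhibition above a set limit, the mean inhibition across every tested compound plus 3 SD, cut at about 29% in these data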;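 also: signal is the 460 over 535 nm emission ratio of beta-lactamase substrate; 0% = agonist plus DMSO wells and 100% = wells without agonist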
5HT1E ag – agonists of human 5-HT1E serotonin receptor; AID 574; 0.69% of 65,000 active; CHO 5-HT1E Ga15 NFAT-bla reporter, FRET; 0% DMSO wells, 100% control agonist wells; activation, % at 6 µM; P28566;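 active = activation above a set limit, the screen-wide mean activation plus 3 SD, cut at about 8.5% in these data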;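 also: 100% = positive control agonist at 1 µM giving full maximal response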
Jurkat viability – cytotoxic compounds reducing Jurkat cell viability; AID 463; inhibition, % at 4 µM; 1.2% of 56,000 active; Jurkat E6.1 viability, ATP luminescence, 48 h;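 active = inhibition above the mean inhibition of all tested compounds plus 3 SD, cut at about 28% in these data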
M1 agonist – M1 muscarinic receptor agonism; CHO-M1 cells, Fluo-4 calcium fluorescence, agonist mode; active compounds read high; B-score at 10 µM; 3% of 64,000 active;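 active = fluorescence rise, raw or as B-score row- and column-corrected plate score, outside the 99.7% band of its plate's samples, either direction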
S1P1 ag pot – activates or potentiates agonism at human S1P1 receptor. P21453. 0.57% of 56,000 active. S1P1 CRE-bla cells, forskolin, beta-lactamase FRET, potentiator mode; S1P1 agonist co-added at EC20, 2 nM; 100% = saturating reference agonist, 0% = basal. activation, % at 9.5 µM;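 active = activation above a cutoff set at the mean activation of all tested compounds plus 3 SD, cut at about 54% in these data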;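 also: forskolin at 4 µM as EC80 and the EC20 agonist is SEW2871; 100% = SEW2871 at its EC100 plus forskolin at EC80; some compounds past the cut are filed as inactive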
Target sequence (P21453 whole entry, looked up): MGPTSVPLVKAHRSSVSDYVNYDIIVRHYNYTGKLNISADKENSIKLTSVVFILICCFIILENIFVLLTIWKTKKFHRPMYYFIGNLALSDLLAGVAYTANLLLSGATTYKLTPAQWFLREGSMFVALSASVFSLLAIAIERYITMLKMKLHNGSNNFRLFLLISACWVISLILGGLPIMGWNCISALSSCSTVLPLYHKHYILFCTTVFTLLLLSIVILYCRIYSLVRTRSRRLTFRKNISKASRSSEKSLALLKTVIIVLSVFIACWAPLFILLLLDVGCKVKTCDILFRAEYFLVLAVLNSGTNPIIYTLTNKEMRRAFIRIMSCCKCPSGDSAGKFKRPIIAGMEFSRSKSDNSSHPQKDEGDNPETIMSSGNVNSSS
5HT1a ag – agonists of human 5-HT1a serotonin receptor; 0.56% of 65,000 active; CHO 5-HT1a Ga15 NFAT-bla reporter, FRET ratio; 0% basal, 100% maximal reference agonist; activation, % at 10 µM;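 active = activation above the screen-wide mean activation plus 3 SD, cut at about 19% in these data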;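 also: 0% = DMSO wells and 100% = 5-CT at EC100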
M1 antag – blocks the rat M1 muscarinic receptor response to acetylcholine. CHO-M1 cells, Fluo-4 calcium, ACh EC80 antagonist mode; active compounds read low. B-score at 10 µM. 3.4% of 64,000 active. AID 628;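 active = calcium fluorescence response, raw or row-and-column corrected B-score, differing from the plate sample mean either way at a set confidence level, mostly lower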
Target sequence (P08482 whole entry, looked up): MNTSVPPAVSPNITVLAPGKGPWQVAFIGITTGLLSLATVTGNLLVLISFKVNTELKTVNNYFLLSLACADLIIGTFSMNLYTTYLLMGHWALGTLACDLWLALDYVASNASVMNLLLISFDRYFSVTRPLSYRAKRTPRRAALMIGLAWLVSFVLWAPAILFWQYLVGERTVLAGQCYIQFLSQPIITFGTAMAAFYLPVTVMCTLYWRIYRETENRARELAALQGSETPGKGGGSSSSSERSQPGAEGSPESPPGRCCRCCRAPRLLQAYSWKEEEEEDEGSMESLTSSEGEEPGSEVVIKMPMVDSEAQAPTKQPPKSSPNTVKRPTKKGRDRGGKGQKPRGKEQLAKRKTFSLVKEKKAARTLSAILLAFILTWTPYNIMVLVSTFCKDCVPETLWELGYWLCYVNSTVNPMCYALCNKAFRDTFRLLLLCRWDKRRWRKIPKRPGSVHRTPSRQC
S1P3 agonist – agonists of human S1P3 receptor; Q99500; S1P3 NFAT-BLA reporter cells, agonism, FRET ratio; relative to 1 µM S1P, basal subtracted; activation, % at 4.5 µM; 0.1% of 60,000 active; AID 373;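 active = activation above the screen-wide mean plus 3 SD, cut at about 4.5% in these data, passing the limit was not always enough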; also: some compounds called inactive have numbers as strong as hits
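Assay system: stable CHO line with human S1P3, Gα16, NFAT-BLA reporter; Detection: FRET β-lactamase substrate fluorescence, excitation 405 nm, 460/535 nm emission ratio, background-subtracted; Read-out: percent activation versus median 1 µM S1P response, basal-subtracted, per plate; Incubation: cells plated overnight, compound 4 h 37 °C, substrate 2 h RT.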
5-HT1A blocker – antagonists of human 5-HT1a serotonin receptor; P08908; CHO 5-HT1a Ga15 NFAT-bla reporter, antagonist mode; inhibition, % at 10 µM; 0.68% of 62,000 active;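 active = inhibition above the mean of all tested compounds plus 3 SD, cut at about 43% in these data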;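 also: receptor stimulated by 5-CT agonist at 100 nM near EC80; beta-lactamase reporter measured by ratiometric fluorescence of a cleavable substrate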
Starred values were filed as active, the others as inactive; . = not tested or not shown.

Order of values – 5HT1E antag, 5HT1E ag, Jurkat viability, M1 agonist, S1P1 ag pot, 5HT1a ag, M1 antag, S1P3 agonist, 5-HT1A blocker
CCOc1ccccc1N(C(=O)c1snc(C(N)=O)c1N)C(C(=O)NC1CCCC1)c1ccco1 (configuration not stated)
  -6, -0.2, -3, 0.47, -1, 4.1, 0.038, -0.5, 40
Cn1c(Cn2c(=O)sc3ccccc32)nnc1SCc1ccccc1
  8, -0.5, 2, -0.007, 6, 0.3, -0.38, -0.9, 6
Cc1cc(C)c2nc(SCCC#N)nc(C)c2c1
  -6, 0.9, ., 0.68, -22, 0.0, -0.017, -0.8, .
O=C1OC(c2ccc(Br)cc2)=N/C1=C\N1CCCCC1
  3, -0.3, -5, 0.42, 11, -1.6, 0.1, 0.0, 0
O=C(CC1Nc2ccccc2NC1=O)NCC1COc2ccccc2O1 (configuration not stated)
  -4, 1.1, -3, -0.94, 3, 0.1, 0.66, -0.8, 2
COc1ccccc1NC(=O)N1CCN(c2cc(-c3ccccc3)nc3ncnn23)CC1
  2, 0.5, 2, 6.3*, 36, 0.1, -0.33, -0.1, -6
COc1cc2c(cc1OC)C(=NCCC(=O)O)NC(C)(C)C2
  -3, -0.1, -8, -0.25, 9, -2.0, 0.8, -0.2, -20
COc1ccccc1-c1cc(C(=O)N2CCN(c3ccc(F)cc3)CC2)no1
  1, 0.0, 4, -0.0055, -5, -1.6, 0.15, -1.0, 6
CCC(Oc1ccccc1)C(=O)N1CCC(C(N)=O)CC1 (configuration not stated)
  -11, 0.2, -5, -0.3, ., 20*, 0.68, 0.6, 7
CCOC(=O)C1CC=C(Cl)CC1C(=O)Nc1nccs1 (configuration not stated)
  -6, 0.2, 9, -0.19, 6, 12, -0.0061, 6.6, -7
CC(=O)c1cccc(NS(=O)(=O)N(C)C)c1
  -12, 1.5, -2, 1.1, ., 2.1, 0.75, 0.6, -8
Cc1cccnc1NCc1ccc(O)c2ncccc12
  51*, 0.8, 1, 0.075, 7, 0.4, 0.047, -0.8, 12
COc1ccc(NC(C)=O)cc1NC(=O)CSc1nc2ncccc2[nH]1
  12, -0.5, -4, 0.4, -11, -3.8, 1.3, -1.3, 7
CCOc1ccc(N2C(=O)c3ccc(C(=O)OCc4c(C)noc4C)cc3C2=O)cc1
  -20, -0.2, -2, 1.3, -9, -2.8, 0.022, -0.7, -23
O=S(=O)(Nc1cccc(C(F)(F)F)c1)c1cccnc1
  -5, 0.6, -2, 0.83, 0, -4.2, -0.078, 0.5, 10
COc1ccc(C(=O)CSc2nnc(CNc3nc(-c4ccccc4)cs3)n2C)cc1
  -9, 0.6, 10, 0.84, -21, -0.4, -0.037, -0.5, -5
CC(C)(NO)/C(=N/O)c1cccs1
  -12, -0.7, -4, -0.13, -8, -1.0, 0.044, -1.7, 7
Cc1ccn2cc(CCNC(=O)CC(C)(C)C)nc2c1
  -2, -0.1, -4, -0.18, -11, -5.4, 0.43, 0.5, 9
Cc1ccc(-n2ncc3c(N4CCC(C(N)=O)CC4)ncnc32)c(C)c1
  12, -1.3, ., -0.28, 18, 2.4, -0.15, -5.2, .
O=C(NCC1CCCO1)c1ccc(C(=O)NCC2CCCO2)cc1 (configuration not stated)
  -4, 0.3, -7, 0.17, -17, -5.4, 0.039, -1.1, 6
COc1ccc(NS(=O)(=O)c2ccc3oc(Nc4ccc5c(c4)OCCO5)nc3c2)cc1
  -8, 0.1, -5, -0.045, 33, 1.6, 0.022, 0.2, 16
COc1ccc2c3c(cccc13)OCC2=O
  5, -0.3, 3, -0.62, 4, -1.4, -0.63, -0.8, 1
O=S(=O)(c1ccc(F)cc1)N1CCC(N2CCN(c3ccccc3)CC2)CC1
  -1, 0.3, -5, -0.52, ., -2.1, -0.42, -0.1, -13
Cc1ccc(NC(=O)CSc2n[nH]c(-c3ccncc3)n2)cc1
  -3, 0.2, 3, 0.82, -16, 1.7, -0.61, -0.5, -17
CCOc1ccc(N=C(NC#N)SC)cc1
  -4, 0.9, -9, 0.24, -13, -3.7, 0.53, 0.0, -6
COc1ccc(OC)c(C(=O)CSc2nnc(-c3ccc(OC)c(OC)c3)o2)c1
  15, -1.8, 8, 0.035, 12, -3.3, -0.49, 2.0, 4
C1CN(c2nc3nonc3n3nnnc23)CCO1
  -15, 0.4, -6, -0.16, -3, 1.1, -0.23, -0.4, -24
OC(CNCC(c1ccco1)N1CCCCC1)c1ccccc1 (configuration not stated)
  -14, -0.2, 3, 0.8, -15, -2.5, 0.65, -0.5, 8
COc1ccc(CCn2c(C)cc3c(c2=O)C(c2ccncc2)C(C#N)=C(N)O3)cc1OC (configuration not stated)
  4, -0.7, 1, 0.76, -5, -3.0, -0.11, -0.9, 6
COCC(=O)NC1CC2CCCC(C1)N2Cc1ccccc1 (configuration not stated)
  -10, -2.0, 2, 0.059, 2, -4.4, -2.6, -0.4, 9
CC1(C)CC(=O)C2=C(C1)OC(N)=C(C#N)C2c1cccc(OC(=O)c2ccco2)c1 (configuration not stated)
  -2, 0.8, 3, -0.066, -69, -5.6, 0.51, -0.2, 3
Cc1ccc2nsnc2c1S(=O)(=O)NCc1ccncc1
  1, 0.3, 7, 0.15, ., 0.1, -0.15, -0.8, 1
Brc1ccc(-c2cnc(-c3cccs3)o2)cc1
  -14, 0.4, 2, -0.33, -26, -2.2, 0.61, -0.3, 19
COC(=O)c1cc(OC)c(OC)cc1NC(=O)c1ccoc1C
  7, -1.1, -1, 0.2, -5, -1.1, 0.072, -0.6, -5
CCOc1ccc(N2CC(=O)Nc3ccccc3NCC2=O)cc1
  0, 0.2, 1, 0.067, -6, 1.7, 0.77, -1.3, 2
CC(NC(=O)Nc1ncccn1)(C(F)(F)F)C(F)(F)F
  5, -0.9, ., 1.1, 5, -2.0, -0.017, -4.3, .
Cc1ccc(S(=O)(=O)Nc2ccc(-c3nnc(SCC#N)n3C)cc2)cc1
  -8, 0.7, -2, 0.5, -28, -2.5, 0.72, 0.0, -12
COc1cc(-c2nnc(SCC(=O)N3CCCC3)o2)cc(OC)c1OC
  5, -0.6, 2, ., -25, -1.6, ., -1.3, -2
Cc1c(NC(=O)Nc2cccc(Cl)c2)c(=O)n(-c2ccccc2)n1C
  3, -0.9, 2, 0.25, -12, 2.5, 0.026, -0.2, 3
N/C(CCN1CCOCC1)=N/O
  -3, -1.5, ., 0.84, -8, -2.4, -0.87, -2.9, .
CCCC(C)C(=O)Nc1ccc(Cl)cn1 (configuration not stated)
  8, -1.0, 2, 1.1, 5, -1.7, -0.086, -0.4, -2
O=C(COc1ccc2ccccc2c1Br)Nc1ncn[nH]1
  -1, 0.7, -6, -0.82, ., -1.5, -1.3, 0.0, -8
CC(C)OCCCNc1ncc2c(n1)CC(c1ccc(N(C)C)cc1)CC2=O (configuration not stated)
  5, 0.5, 0, -0.044, 6, -0.9, 0.011, -1.1, -1
CNC(=O)c1nnc(Cc2ccc(F)cc2)o1
  3, 0.1, 4, -0.17, -11, -1.8, -0.042, -0.8, 2
COc1cccc(C(=O)N2CCN(C3CCC(c4ccccc4)CC3)CC2)c1 (configuration not stated)
  1, -0.4, 8, ., 4, -0.2, ., -1.8, 9

Reformatted comma-delimited: entries from further up
smiles,5HT1E antag,5HT1E ag,Jurkat viability,M1 agonist,S1P1 ag pot,5HT1a ag,M1 antag,S1P3 agonist,5-HT1A blocker
CC(NC(=O)Nc1ncccn1)(C(F)(F)F)C(F)(F)F,5,-0.9,.,1.1,5,-2.0,-0.017,-4.3,.
Cc1ccc(S(=O)(=O)Nc2ccc(-c3nnc(SCC#N)n3C)cc2)cc1,-8,0.7,-2,0.5,-28,-2.5,0.72,0.0,-12

The results go on.
Order of values – 5HT1E antag, 5HT1E ag, Jurkat viability, M1 agonist, S1P1 ag pot, 5HT1a ag, M1 antag, S1P3 agonist, 5-HT1A blocker
Cc1ccc(S(=O)(=O)NC(CC(=O)N2CCOCC2)c2ccco2)cc1 (configuration not stated)
  13, -0.4, 5, -0.021, 8, 11, -0.37, -0.2, 6
O=C1CC(c2ccc(F)cc2)C2=C(CCCC2=O)N1 (configuration not stated)
  -5, -1.3, -2, -0.029, -20, -2.5, 0.13, -1.6, 4
CS(=O)(=O)N(CC(=O)NC1CCCC1)c1cccc(F)c1
  -5, -0.1, -4, 0.23, -117, -1.1, 0.69, -1.3, 5
CC1CCc2cccc3c2N1c1cc(C#N)c(C#N)cc1O3 (configuration not stated)
  28, -0.2, -8, 11*, 21, -3.2, 0.029, -1.6, 10
O=C1CC(c2ccccc2)CN1Cc1ccccc1 (configuration not stated)
  -5, -0.1, -2, 0.0062, -20, -0.7, -0.2, -0.5, -11
O=C1CC(c2ccco2)CC(O)=C1C=NCCO (configuration not stated)
  -15, -0.9, 3, -0.42, -30, -1.6, 0.56, -1.0, -10
O=C(CSC1=NCCS1)N1CCc2ccccc21
  4, 0.4, ., 0.14, ., 1.8, 0.033, ., -11
COc1ccccc1NCN1C(=O)CCC1=O
  0, 0.5, -9, -0.21, -27, -2.5, 0.11, 0.8, -17
Cc1cc(OCC(=O)N2CCCC2)ccc1Cl
  -2, 1.3, -3, ., -2, -3.2, ., -1.2, -14
COC(=O)CC1SC(=O)NC1=Nc1ccc(C)cc1 (configuration not stated)
  -7, 0.3, -8, -0.38, -34, -0.8, 0.43, -1.0, -9
Cc1[nH]c(=O)[nH]c1C(=O)CCCCC(=O)OCC(=O)Nc1ccccn1
  4, -0.8, 5, 1.2, -8, -0.6, -0.024, -0.5, -14
COc1cccc(NC=C2C(=O)OC(C)(C)OC2=O)c1
  -11, 0.1, -4, -0.58, -8, 1.0, -0.073, -1.0, -10
COC(=O)CCC/C=C1/SCC(NC(=O)c2ccccc2)C1O (configuration not stated)
  -9, 0.3, 3, -0.43, -2, -2.6, -0.55, -0.5, -10
CCCc1cc(C(=O)OC)c(NC(=O)OCC)s1
  -5, 0.1, 0, 0.62, 2, -1.6, -0.086, -0.5, -3
CC1(C)CC(=O)C2=C(C1)OC(N)=C(C#N)C2C1C=CCCC1 (configuration not stated)
  5, 0.5, ., 0.84, 2, 1.6, 0.25, -2.3, .
